# TLR9-MyD88 block: blocks human TLR9 binding to MyD88. Q9NR96+Q99836. AID 504734. CHO BLA complementation TLR9-MyD88, CCF4 FRET ratio. inhibition, % at 4.98 µM. actives 0.21% (n = 340,000);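 active = inhibition above the mean over all tested compounds plus 3 SD, cut at about 21% in these data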;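 note: 0% = DMSO only wells and 100% = clavulanate BLA inhibitor control wells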
# Cardio protect: myocardial damage modulation in H9c2 cells; AID 588492; H9c2 cardiomyocytes, H2O2 injury protection, ATPLite, 2 h; protection from H2O2 cell death, % at 20 µM; actives 0.63% (n = 360,000);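 active = compounds giving at least 50% protection of heart cells from peroxide-induced death in the single-dose screen, raw or plate-pattern-corrected value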;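 note: 0% = DMSO wells with peroxide and 100% = DMSO wells without peroxide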
# MC4R antagonist: antagonists of human melanocortin 4 receptor (MC4R); P32245; MC4R-expressing cells, MTII-stimulated cAMP, LANCE TR-FRET; inhibition, % at 6.5 µM; actives 0.48% (n = 360,000); AID 540295;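 active = inhibition above its plate's cutoff, the mean of tested wells on that plate plus 3 SD, cut at about 29% in these data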;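 note: 0% = Melanotan II alone and 100% = Melanotan II plus saturating MCL0020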
#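 system = U2OS cells with stable human MC4R expression | also added = Melanotan II challenge after compound preincubation | dosing = one concentration, 6.5 µM nominal | incubation = compound 30 min, challenge 1 h, detection 1 h | measured by = TR-FRET with Eu-cAMP and labeled anti-cAMP, 671 nm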
# N-glyco inh: blocks N-linked glycosylation in D54 reporter cells; D54 ERlucT glycosylation luciferase reporter, 24 h; percent of 100 nM tunicamycin response; AID 588692; actives 0.23% (n = 360,000); reporter increase, % at 12.5 µM;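 active = mean luciferase reporter signal, scaled so untreated is 0 and the glycosylation-blocking control 100, at or above a set limit in every replicate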;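 note: luciferase carries N-glycosylation sites so blocking glycosylation raises the light; 0% = median of neutral control wells and 100% = median of 100 nM tunicamycin wells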
# ABHD5 PLIN5 PPI: inhibitors of human ABHD5-perilipin-5 interaction; Split G. princeps luciferase complementation, luminescence, 4 h; Q00G26+Q8WTS1; inhibition, % at 4 µM; actives 0.78% (n = 360,000);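 active = inhibition above the mean inhibition across every tested compound plus 3 SD, cut at about 22% in these data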;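 note: 0% = DMSO only wells and the 100% control is not disclosed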
# MC4R barr agon: human MC4R agonism via beta-arrestin. P32245. U2OS MC4R beta-arrestin complementation, luminescence; percent of melanotan II response, DMSO zero. activation, % at 8.9 µM. actives 0.98% (n = 360,000). AID 540308;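 active = activation above a per-plate cutoff, the mean activation of sample wells on that plate plus 3 SD, cut at about 8% in these data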
# ABCB6 inh 2: human ABCB6 transporter inhibition | Q9NP58 | K562-ABCB6 porphyrin accumulation, flow cytometry, 1 h; active compounds read low | fluorescence ratio to DMSO, % at 10 µM | actives 0.19% (n = 360,000) | AID 602162;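 active = fluorescence ratio to DMSO below 75%, the collection mean minus 3 SD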;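 note: signal is porphyrin accumulated inside mitochondria; 100% equals median channel fluorescence of DMSO control wells; lower ratio means ABCB6 inhibition with less porphyrin fluorescence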
# HTR2A ag: mouse HTR2A agonism via beta-arrestin recruitment | activation, % at 7.6 µM | P35363 | actives 0.66% (n = 360,000) | CHO-K1 mHTR2A beta-arrestin complementation, luminescence; percent of 30 µM serotonin response;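 active = activation above a run cutoff, the mean activation of all tested compounds plus 3 SD, cut at about 14% in these data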;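 note: 0% = plate median of compound wells and 100% = 30 µM serotonin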
# SRC2 inh: inhibits human steroid receptor coactivator 2; HEK293 GAL4-SRC2 luciferase reporter, luminescence; inhibition, % at 9 µM; actives 0.17% (n = 370,000);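 active = inhibition above the mean inhibition of all tested compounds plus 3 SD, set per campaign, cut at about 52% in these data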;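 note: 0% = DMSO treated cells and 100% = cells given Gossypol at 36 µM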
# Target sequence (Q15596 whole entry, looked up, the tested form may be a part): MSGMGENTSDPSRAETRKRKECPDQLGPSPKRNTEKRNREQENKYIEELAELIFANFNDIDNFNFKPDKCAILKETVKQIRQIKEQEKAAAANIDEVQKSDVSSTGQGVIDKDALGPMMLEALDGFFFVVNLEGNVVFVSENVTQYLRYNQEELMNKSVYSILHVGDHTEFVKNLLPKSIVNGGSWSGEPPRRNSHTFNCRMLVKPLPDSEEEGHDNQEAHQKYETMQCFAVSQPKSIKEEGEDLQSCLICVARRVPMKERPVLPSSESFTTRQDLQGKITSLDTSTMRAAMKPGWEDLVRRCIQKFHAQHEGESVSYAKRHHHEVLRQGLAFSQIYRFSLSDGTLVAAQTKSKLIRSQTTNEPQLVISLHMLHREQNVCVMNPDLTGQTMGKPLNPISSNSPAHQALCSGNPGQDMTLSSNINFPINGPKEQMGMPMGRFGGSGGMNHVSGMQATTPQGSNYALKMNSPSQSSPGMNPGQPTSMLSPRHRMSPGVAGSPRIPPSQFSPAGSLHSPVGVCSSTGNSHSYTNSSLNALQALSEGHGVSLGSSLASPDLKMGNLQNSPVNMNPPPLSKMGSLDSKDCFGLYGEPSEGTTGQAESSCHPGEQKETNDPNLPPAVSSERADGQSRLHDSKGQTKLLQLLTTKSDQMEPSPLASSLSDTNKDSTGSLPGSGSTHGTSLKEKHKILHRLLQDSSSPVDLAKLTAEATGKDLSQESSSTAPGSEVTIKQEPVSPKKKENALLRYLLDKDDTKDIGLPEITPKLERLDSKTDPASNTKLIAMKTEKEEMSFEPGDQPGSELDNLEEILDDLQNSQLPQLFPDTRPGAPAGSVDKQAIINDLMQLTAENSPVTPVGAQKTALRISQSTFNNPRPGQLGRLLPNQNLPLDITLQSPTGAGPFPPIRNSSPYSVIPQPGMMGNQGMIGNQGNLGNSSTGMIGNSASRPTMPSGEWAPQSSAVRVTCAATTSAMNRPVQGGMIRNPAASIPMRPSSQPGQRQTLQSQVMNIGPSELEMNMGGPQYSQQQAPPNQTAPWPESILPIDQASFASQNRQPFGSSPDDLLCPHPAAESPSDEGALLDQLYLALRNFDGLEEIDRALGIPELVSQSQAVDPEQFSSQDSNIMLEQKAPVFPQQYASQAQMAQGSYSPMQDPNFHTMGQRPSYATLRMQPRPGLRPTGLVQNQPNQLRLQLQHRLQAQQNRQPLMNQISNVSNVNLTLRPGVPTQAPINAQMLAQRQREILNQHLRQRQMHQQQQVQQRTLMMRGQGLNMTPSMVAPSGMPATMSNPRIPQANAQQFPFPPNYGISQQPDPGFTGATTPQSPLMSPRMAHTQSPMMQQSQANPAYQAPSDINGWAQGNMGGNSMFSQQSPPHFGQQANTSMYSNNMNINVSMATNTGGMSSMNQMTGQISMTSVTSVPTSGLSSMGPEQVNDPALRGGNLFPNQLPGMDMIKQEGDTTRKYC
# NOD2-RIPK2 inh: NOD2-RIPK2 protein interaction inhibition. inhibition, % at 4.98 µM. CHO BLA complementation NOD2-RIPK2, CCF4 ratio. actives 0.38% (n = 360,000); in the data active = inhibition above about 21%;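 note: 0% = vehicle only and 100% = reference blocker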
# * = called active by the depositor; . = no result given. The list is partial; the hit share may differ from the screen's.
SMILES,TLR9-MyD88 block,Cardio protect,MC4R antagonist,N-glyco inh,ABHD5 PLIN5 PPI,MC4R barr agon,ABCB6 inh 2,HTR2A ag,SRC2 inh,NOD2-RIPK2 inh
Cc1cc(C(=O)Nc2ccc(Cl)cc2)c(C)n1-c1ccccc1,.,-17,20,-19,1,0.3,93,-2,76*,-4
CCOC(=O)c1[nH]cnc1C(=O)N[C@@H](C)c1ccccc1,2,7,3,0,1,-1.6,95,-1,1,-1
CN(CC(=O)Nc1ccc(Cl)cc1)C(=O)c1ccc(COc2ccccc2)cc1,3,-10,8,1,-14,23*,100,4,-9,2
O=C(Nc1sc2c(c1C(=O)O)CCCCC2)c1cccs1,1,-15,-8,-10,-4,-3.4,101,0,-27,3
COc1ccc(NC(=O)Cn2nnc(C(=O)NCCc3ccccc3)c2N)c(OC)c1,6,0,13,0,2,-1.8,103,-1,-2,2
COc1ccccc1N1CCN(C(=O)c2cccc(C(=O)N3CCN(c4ccccc4OC)CC3)c2)CC1,-1,22,2,-2,10,2.4,100,2,-10,6
COc1ccccc1C(=O)Nc1ccc(S(=O)(=O)Nc2cc(C)on2)cc1,-4,4,6,1,4,-1.0,99,-1,-11,0
CCC1CN(C(=O)N2CCC(C(=O)NCc3ccc(C)o3)CC2)c2cc(C)ccc2O1 (stereo not given),-20,1,5,-1,4,-1.3,102,-5,21,-6
COc1ccccc1/C=C/c1nc(S(=O)(=O)c2ccccc2)c(N(C)C)o1,-1,-1,19,-3,2,-0.9,102,4,5,0
O=C(CSc1nnc(COc2ccccc2)o1)NCCc1ccccc1,7,5,0,-1,1,-0.5,92,-1,-28,3
OC[C@@H]1CN(Cc2ccc(Cl)cc2)C[C@H](n2cnc3c(NC4CCCC4)ncnc32)O1,.,-2,0,1,7,-0.9,95,2,6,4
CCOc1ccc(Cl)cc1CNc1nnnn1C,-2,5,-7,1,8,0.7,102,3,1,-7
CCN(CC(=O)Nc1c(F)cccc1F)C(=O)c1ccc(N2CCOCC2)c([N+](=O)[O-])c1,6,-9,0,-1,1,0.0,99,4,-13,6
Cc1ccc(CNC(=O)COC(=O)c2cncc(Br)c2)cc1,5,6,1,1,-2,-0.2,99,-5,-8,-5
Cc1ccc2c(Cl)cc(Cl)c(OCC(=O)Nc3cccc(S(N)(=O)=O)c3)c2n1,11,4,2,3,0,-0.9,84,4,-12,-1
O=[N+]([O-])c1ccccc1/C=C/C=N/Nc1ccc(S(=O)(=O)Nc2ccc(Cl)cc2)cc1[N+](=O)[O-],8,-15,3,-6,6,-5.0,90,3,4,15
Cc1nc(-c2ccccc2)sc1C(N)=O,-2,0,15,0,9,-0.9,93,3,-13,2
O=C(CN(C(=O)c1csnn1)c1cccc(Cl)c1)NCCc1ccccc1,-2,3,1,0,2,-0.6,101,5,14,-3
CCOC(=O)CSc1nc(C)nc2c1sc1nc(C)c(C(C)=O)c(-c3ccc(OC)cc3)c12,-6,26,-2,-1,8,2.4,88,0,-1,0
O=S(=O)(c1cccs1)N1CCN(Cc2cccc(F)c2)CC1,6,1,8,0,6,-2.8,89,4,11,0
COc1ccc(-c2cc(C(F)F)n3ncc(C(=O)N4CCN5CCCC5C4)c3n2)cc1 (stereo not given),3,1,-8,7,2,-1.6,96,-4,-5,-9
O=C(Nc1ccccc1)N1CCc2ccccc2C1,3,-7,0,-2,0,-1.4,93,10,-34,5
CS(=O)(=O)N1N=C(c2ccc3nccnc3c2)CC1c1ccccc1 (stereo not given),-4,0,7,-2,6,-1.6,101,1,-5,-5
COc1ccccc1NC(=O)CNC(=O)c1ccc([N+](=O)[O-])cc1,5,-1,-5,1,-2,0.5,99,2,5,5
COc1ccc(N)cc1S(=O)(=O)Nc1ccccc1Cl,-7,-3,5,1,-1,-0.8,92,-1,4,-7
# (more compounds)
SMILES,TLR9-MyD88 block,Cardio protect,MC4R antagonist,N-glyco inh,ABHD5 PLIN5 PPI,MC4R barr agon,ABCB6 inh 2,HTR2A ag,SRC2 inh,NOD2-RIPK2 inh
COCc1c(C(=O)N2CCN(S(=O)(=O)c3ccccc3Cl)CC2)oc2ccccc12,-3,3,9,1,3,-0.2,96,-2,-26,2
COc1ccc2c(C)cc(SCC(=O)Nc3ncc(Cl)cc3Cl)nc2c1,-8,-6,-4,-3,5,-2.0,95,6,15,-8
O=C(NCCc1ccccc1)C(=O)N/N=C/c1ccccc1C(F)(F)F,-1,-1,0,3,2,0.5,100,8,5,1
N=C1/C(=C/c2ccco2)C(=O)N=C2SC(CC(=O)N3CCCC3)=NN12,-1,4,-2,0,7,0.8,90,9,-10,-5
Cc1ccc(NC(=O)C(=S)NCc2ccco2)cc1,-6,-17,3,1,-5,3.6,94,-4,-31,-8
Fc1ccc(CSc2ncnc3sc4c(c23)CCCC4)cc1,4,-5,11,-7,-3,-2.8,98,2,-9,5
COc1cc(/C=N/N=C2/SCC(=O)N2c2ccc(O)cc2)ccc1O,15,6,7,-1,3,-1.1,98,3,-5,10
OC(c1ccccc1)(c1ccccc1)C1CCN(CCCOc2cccc(OC(F)(F)F)c2)CC1,.,.,.,.,-11,.,99,4,17,5
COc1ccc(CCNC(=O)CCCOc2cccc(C)c2C)cc1OC,1,1,21,1,0,-1.3,101,0,15,1
CN(C(=O)CCc1nc2ccccc2s1)c1ccccc1,0,-2,11,0,-7,-1.0,94,-3,-18,-5
COc1nc(-c2ccccc2)ccc1-c1noc(-c2ccccc2F)n1,-11,-11,5,2,-3,-0.8,94,-7,-24,-4
O=C(NCCCn1ccnc1)c1cc(-c2cccc(O)c2)on1,10,0,0,-4,7,1.8,92,-4,-49,-16
Cc1ccccc1OCc1n[nH]c(=S)n1-c1ccccc1,1,-2,-9,0,3,-0.2,88,1,-11,6
COc1ccc(NC(=O)c2cccc(S(=O)(=O)NCc3ccccc3)c2)cc1S(N)(=O)=O,-3,5,7,-3,-6,-0.4,97,-3,1,1
CCOC(=O)c1ccc(NC(=O)NCCc2ccccc2OC)cc1,1,0,0,1,-5,-3.8,91,-7,-2,8
CCOc1cc(NC(=O)C2CC2)c(OCC)cc1NC(=O)c1cccc(F)c1,9,0,-1,1,-8,0.9,98,5,-5,-3
CC(C)(C)OC(=O)C[C@H]1C/C=C\C[C@@H](CC(=O)N[C@H](CO)Cc2ccccc2)C(=O)NCCOC1=O,2,-2,9,5,-3,-1.1,100,-4,-37,-4
CCOc1cccc(CN2CCCC(N3CCc4cc(OC)c(OC)cc4C3)C2)c1O (stereo not given),6,2,1,1,5,-1.6,98,-3,4,5
C/C(=N\N1CCN(C)CC1)c1ccc(Cl)c(Cl)c1,3,4,-2,0,-1,-1.6,96,1,-3,-1
S=C1NC2(CCCCC2)N=C1c1ccccc1,-5,3,10,1,4,-0.1,99,2,-4,-9
COc1ccc(C)cc1NC(=O)c1ccccc1NS(=O)(=O)c1ccc(Cl)s1,-7,-24,3,-2,-6,-0.4,101,10,-10,-5
CCCc1cc(=O)oc2cc(OCc3nn[nH]n3)ccc12,-5,2,3,0,2,-2.0,97,0,-10,-2
CSc1ccccc1NC(=O)CN1CCN(S(=O)(=O)c2ccccc2[N+](=O)[O-])CC1,0,9,2,1,3,-1.8,94,5,-14,-3
Cc1ccc(-c2nc3ccccc3nc2NN)cc1,-8,-8,-3,-12,3,-1.4,101,0,-56,5
CCCNC(=O)c1[nH]c(C)c(C(C)=O)c1C,0,16,3,3,-2,1.4,101,1,-6,2
# (cont.)
SMILES,TLR9-MyD88 block,Cardio protect,MC4R antagonist,N-glyco inh,ABHD5 PLIN5 PPI,MC4R barr agon,ABCB6 inh 2,HTR2A ag,SRC2 inh,NOD2-RIPK2 inh
CC(C)C(NCC(=O)Nc1ccccc1C(=O)NC1CC1)c1ccccc1 (stereo not given),1,-3,-1,-1,-2,1.1,130,-1,-18,-12
COc1ccc(C)cc1S(=O)(=O)NC1CCCCCC1,-13,-4,15,-2,-7,-3.2,92,-4,11,-1
CCN(CC)S(=O)(=O)c1ccc(C(=O)Nc2cc(S(=O)(=O)N3CCOCC3)ccc2N2CCN(C)CC2)cc1,3,4,1,-3,-4,1.2,100,-3,4,2
Cc1c(C(=O)OCC(=O)NCC2CCCO2)cccc1[N+](=O)[O-] (stereo not given),4,2,-2,2,-7,-2.2,100,6,5,-2
COc1ccc(OC)c(NC(=O)C2CCN(S(=O)(=O)c3ccc4c(c3)CC(C)N4C(C)=O)CC2)c1 (stereo not given),-17,-3,-2,-2,2,-4.3,93,-4,14,1
O=S(=O)(Nc1cccc(S(=O)(=O)N2CCCC2)c1)c1cccs1,-9,0,1,0,-8,-2.9,97,-2,-20,-6
COc1cccc(CC(=O)OCC(=O)N(C)CC(=O)Nc2ccc(Cl)c(C(F)(F)F)c2)c1,2,-6,-8,0,-2,3.0,98,5,11,-6
COc1cc(C)ccc1S(=O)(=O)N1CCN(C23CC4CC(CC(C4)C2)C3)CC1,9,-9,10,2,4,0.3,99,0,21,7

# Given tab-delimited: part of the list above.
structure	TLR9-MyD88 block	Cardio protect	MC4R antagonist	N-glyco inh	ABHD5 PLIN5 PPI	MC4R barr agon	ABCB6 inh 2	HTR2A ag	SRC2 inh	NOD2-RIPK2 inh
C/C(=N\N1CCN(C)CC1)c1ccc(Cl)c(Cl)c1	3	4	-2	0	-1	-1.6	96	1	-3	-1
S=C1NC2(CCCCC2)N=C1c1ccccc1	-5	3	10	1	4	-0.1	99	2	-4	-9
COc1ccc(C)cc1NC(=O)c1ccccc1NS(=O)(=O)c1ccc(Cl)s1	-7	-24	3	-2	-6	-0.4	101	10	-10	-5
CCCc1cc(=O)oc2cc(OCc3nn[nH]n3)ccc12	-5	2	3	0	2	-2.0	97	0	-10	-2
CSc1ccccc1NC(=O)CN1CCN(S(=O)(=O)c2ccccc2[N+](=O)[O-])CC1	0	9	2	1	3	-1.8	94	5	-14	-3
Cc1ccc(-c2nc3ccccc3nc2NN)cc1	-8	-8	-3	-12	3	-1.4	101	0	-56	5
CCCNC(=O)c1[nH]c(C)c(C(C)=O)c1C	0	16	3	3	-2	1.4	101	1	-6	2
CC(C)C(NCC(=O)Nc1ccccc1C(=O)NC1CC1)c1ccccc1 (stereo not given)	1	-3	-1	-1	-2	1.1	130	-1	-18	-12
COc1ccc(C)cc1S(=O)(=O)NC1CCCCCC1	-13	-4	15	-2	-7	-3.2	92	-4	11	-1
CCN(CC)S(=O)(=O)c1ccc(C(=O)Nc2cc(S(=O)(=O)N3CCOCC3)ccc2N2CCN(C)CC2)cc1	3	4	1	-3	-4	1.2	100	-3	4	2
Cc1c(C(=O)OCC(=O)NCC2CCCO2)cccc1[N+](=O)[O-] (stereo not given)	4	2	-2	2	-7	-2.2	100	6	5	-2
COc1ccc(OC)c(NC(=O)C2CCN(S(=O)(=O)c3ccc4c(c3)CC(C)N4C(C)=O)CC2)c1 (stereo not given)	-17	-3	-2	-2	2	-4.3	93	-4	14	1

# Bioassay records from PubChem.
